FEN1 inhibitor: inhibitors of human flap endonuclease 1. actives 0.35% (n = 390,000). Potency, µM (highest dose often 114 µM), for the others: top-dose activity change, negative = inhibition, actives largely listed as inhibitors. Recombinant FEN1 flap cleavage, fluorescence, 15 min; also: nearly all actives have a fitted effect of over 65% in size
Target sequence (P39748 whole entry, looked up): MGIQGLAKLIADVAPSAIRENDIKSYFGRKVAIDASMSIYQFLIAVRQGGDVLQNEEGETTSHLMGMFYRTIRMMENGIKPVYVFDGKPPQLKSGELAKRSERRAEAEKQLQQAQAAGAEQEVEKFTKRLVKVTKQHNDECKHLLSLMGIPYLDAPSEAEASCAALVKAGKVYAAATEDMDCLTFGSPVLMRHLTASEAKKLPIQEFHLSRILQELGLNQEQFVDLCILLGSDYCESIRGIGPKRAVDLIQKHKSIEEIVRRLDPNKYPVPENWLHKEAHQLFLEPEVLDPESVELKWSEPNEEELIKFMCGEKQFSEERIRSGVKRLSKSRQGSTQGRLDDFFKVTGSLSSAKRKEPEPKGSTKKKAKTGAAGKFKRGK
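Nuclease activity of 10 nM FEN1 was measured after 15 min of room-temperature exposure to titrated compounds, by adding 50 nM flap substrate and reading plates at 0 and 15 min.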
N370S GC: inhibits or activates N370S mutant glucocerebrosidase; Potency, µM (titrated, usually from 59.4 µM), inactives show at the top dose activity change, negative = inhibition, most hits filed as inhibitors; actives 0.092% (n = 330,000); N370S GC spleen homogenate, 4MU-glucoside fluorescence; P04062;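 also: 0% = full enzyme activity and -100% = no enzyme basal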
TDP1 block: TDP1 (human) enzyme inhibition; recombinant TDP1, AlphaScreen DNA substrate cleavage; Potency, µM (series often up to 130 µM), for inactives: top-dose activity change, negative = inhibition, usual class: inhibitors; actives 0.28% (n = 350,000); AID 485290; also: nearly all actives have a fitted effect of over 40% in size
Target sequence (Q9NUW8 whole entry, looked up): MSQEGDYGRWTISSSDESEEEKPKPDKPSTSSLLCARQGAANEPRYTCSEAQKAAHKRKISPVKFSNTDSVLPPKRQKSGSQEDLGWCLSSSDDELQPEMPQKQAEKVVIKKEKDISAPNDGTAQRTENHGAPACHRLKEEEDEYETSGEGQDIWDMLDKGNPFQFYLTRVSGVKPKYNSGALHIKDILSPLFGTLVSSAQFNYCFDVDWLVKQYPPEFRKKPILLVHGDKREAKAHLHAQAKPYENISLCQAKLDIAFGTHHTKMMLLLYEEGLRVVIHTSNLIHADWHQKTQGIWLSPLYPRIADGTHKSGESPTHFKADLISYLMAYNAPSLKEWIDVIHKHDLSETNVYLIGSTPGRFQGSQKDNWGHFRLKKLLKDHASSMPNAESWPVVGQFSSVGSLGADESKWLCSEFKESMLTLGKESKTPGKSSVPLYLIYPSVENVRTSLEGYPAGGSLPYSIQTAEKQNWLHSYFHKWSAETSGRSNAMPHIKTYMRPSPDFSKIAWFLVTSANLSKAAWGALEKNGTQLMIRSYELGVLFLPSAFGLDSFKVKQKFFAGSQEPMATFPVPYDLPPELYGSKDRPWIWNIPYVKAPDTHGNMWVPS
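Recombinant human Tdp1 (E. coli-expressed, 1 nM final) preincubated with compounds 15 min at room temperature, then 5'-biotin/3'-phosphotyrosine-FITC DNA substrate (15 nM final) added for 5 min. AlphaScreen beads (10 ug/ml final) added 10 min; cleavage lowers signal.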
Starred values were filed as active, the others as inactive; u = inconclusive; x = not tested or not shown; [ ] = remark or other dose. Calls follow the shape of the dose curve; as a rule, active = well fitted curve in the direction sought with a large enough effect; inconclusive = small, poorly fitted or top-dose-only effect, or another doubt; inactive = no such curve, though single readings can be large; an effect the other way counts as inactive or inconclusive. Unless noted, % is scaled to controls: 0 for no effect and ±100 for the full control effect; potency is read from the fitted curve at half-maximal effect.

item	mol	FEN1 inhibitor	N370S GC	TDP1 block
1	O=C(N/N=C1/C[C@@H](O)[C@@H](O)[C@@H]2[C@@H]3C(=O)N(C4CCCCC4)C(=O)[C@H]3CC[C@@H]12)OCc1ccccc1	x	1%[12.8 µM]	10%[21 µM]
2	CCOC(=O)c1ccc(NC(=O)Cn2cc(C(=O)c3ccc(Cl)cc3)c(=O)c3ccc(C)nc32)cc1	-8%	x	2%
3	CCCN(CCC)CCNC(=O)c1sc2nc3n(c(=O)c2c1C)CCCCC3	15%	x	0%
4	CCN(CC)S(=O)(=O)c1ccc(N2CCOCC2)c(NC(=O)CC23CC4CC(CC(Br)(C4)C2)C3)c1	-16%	26%	5%
5	COc1ccc(S(=O)(=O)N2CCCCC2)cc1C(=O)NC1CCS(=O)(=O)C1 (stereo not drawn)	-6%	x	8%
6	CCc1ccc(C(=O)COC(=O)CNC(=O)c2ccc(Br)o2)cc1	-6%	2%	4%
7	O=C(C1CC1)N1CCc2cc(Br)cc(S(=O)(=O)NC3CCCCC3)c21	-4%	19%	8%
8	c1nc2ccc(Cc3ccc4nc[nH]c4c3)cc2[nH]1	0%	-6%	5%
9	Cc1ccccc1N1CCN(S(=O)(=O)c2nnc(NC(=O)CC(C)C)s2)CC1	1%	-14%	x
10	Cc1cc(C)c2c(N)c(C(=O)Nc3ccccc3C(F)(F)F)sc2n1	17%	x	2%
11	O=C(COc1ccccc1)Nc1ccc2nc(SCC(=O)N3CCc4ccccc43)sc2c1	12%	x	-9%
12	CCOc1ccc(N(CC(=O)NC2CCCC2)C(=O)CCC(=O)Nc2nc(C)cs2)cc1	2%	-13%	1%
13	CCN(CC(=O)Nc1ccc(S(=O)(=O)N2CCCC2)cc1)Cc1ccccc1	8%	-13%	6%
14	O=C(NCCCN1CCCC1=O)Nc1cc(Cl)ccc1Cl	-14%	-1%	2%
15	CC(Oc1ccccc1)C(=O)N=C1SC2CS(=O)(=O)CC2N1CCc1ccccc1 (stereo not drawn)	-19%	-4%	2%
16	COc1ccc(CN2CCN(Cc3cc4ccccc4o3)CC2CCO)c(F)c1 (stereo not drawn)	-1%	-4%	x
17	Cc1cccc(CN2C(=O)c3ccccc3S(=O)(=O)c3ccc(C(=O)N(C)Cc4ccccc4)cc32)c1	6%	x	1%
18	O=C(c1ccc2ccccc2c1)C1CCCN(C(=O)c2cccnc2)C1 (stereo not drawn)	-3%	-6%	4%
19	Cc1c(N=C2N=C(NC(=O)NC(C)(C)C)c3ccccc32)c(=O)n(-c2ccccc2)n1C	-5%	0%	-2%
20	CCOc1ccc(NC(=O)CN(C)C(=O)c2ccccc2OCCOc2ccccc2)cc1OCC	-11%	x	3%
21	COc1ccccc1N1CCN(C(=O)c2ccc(N3CCCCS3(=O)=O)cc2)CC1	2%	-4%	1%
22	Clc1ccccc1C(c1ccccc1)(c1ccccc1)n1ccnc1	u	-10%	16%[56.1 µM]
23	C=Cc1ccc(C(=O)N2CCCC(Nc3ccc4c(c3)OCCO4)C2)cc1 (stereo not drawn)	2%	2%	10%
24	C[C@H](NCCC(c1ccccc1)c1ccccc1)c1ccccc1	x	2%[21.6 µM]	9%[21 µM]
25	COc1ccc(CNC(=S)Nc2ccc(F)c(Cl)c2)cc1	-2%	1%	x
26	CCCC1=NN2C(=N)/C(=C\c3cc(C)n(-c4cc(C)cc(C)c4)c3C)C(=O)N=C2S1	-18%	-14%	11%
27	CN(CC(=O)Nc1ccc(C#N)cc1)Cc1ccc(Cl)cc1	-18%	-8%	7%
28	Cc1ccc(C2NC(=O)c3n[nH]c(-c4cccs4)c32)cc1 (stereo not drawn)	15%	x	5%
29	Cn1ccnc1Sc1nc(Nc2cccc(Cl)c2)nc(N2CCOCC2)n1	-1%	20%	-10%
30	CC(C)C[C@@H](COCc1cccc(Cl)c1)N1CCN(C(=O)c2cccc(C(F)(F)F)c2)CCC1=O	x	-1%	7%

Down the list, quoted from above.
Compounds 7 to 13 in TDP1 block read 8%, 5%, x, 2%, -9%, 1%, 6%
Compounds 7 to 13 in FEN1 inhibitor read -4%, 0%, 1%, 17%, 12%, 2%, 8%
Compounds 7 to 13 in N370S GC read 19%, -6%, -14%, x, x, -13%, -13%

Nos. 27–30, reprinted for reference:
item	mol	FEN1 inhibitor	N370S GC	TDP1 block
27	CN(CC(=O)Nc1ccc(C#N)cc1)Cc1ccc(Cl)cc1	-18%	-8%	7%
28	Cc1ccc(C2NC(=O)c3n[nH]c(-c4cccs4)c32)cc1 (stereo not drawn)	15%	x	5%
29	Cn1ccnc1Sc1nc(Nc2cccc(Cl)c2)nc(N2CCOCC2)n1	-1%	20%	-10%
30	CC(C)C[C@@H](COCc1cccc(Cl)c1)N1CCN(C(=O)c2cccc(C(F)(F)F)c2)CCC1=O	x	-1%	7%

Continuation:
item	mol	FEN1 inhibitor	N370S GC	TDP1 block
31	O=C(Nc1ccccc1)O/N=C/c1ccc(F)cc1	18%	-17%	x
32	Cc1n[nH]c(=O)c2c(NC(=O)COC(=O)Cc3ccc(Cl)cc3Cl)oc(C)c12	0%	-1%	3%
33	COCCNC(=O)C(=O)Nc1ccc(Br)cc1	-2%	9%	-2%
34	Cc1ccc(NC(=O)C(C)Sc2nnc(C)n2C2CC2)cc1S(=O)(=O)N1CCOCC1 (stereo not drawn)	-3%	x	0%
35	CC(OC(=O)Nc1cccc(Cl)c1)C(=O)O (stereo not drawn)	2%	-4%	x
36	O=S(=O)(NCc1cccnc1)c1ccccc1	0%	1%	6%
37	Cc1ccc(Cl)c(OCC(=O)OCC(=O)NC2CCCc3ccccc32)c1 (stereo not drawn)	42%	-2%	3%
38	Cc1ccc[n+](-c2[nH]c(=O)sc2/C=N/N=C(\[O-])c2cccnc2)c1	15%	-11%	50µM*
39	CCn1c(SCC(=O)c2ccc(F)cc2)nnc1-c1ccoc1C	1%	2%	2%
40	O=C(CN1CCCCC1)NNc1nc(-c2ccccc2)c2cc(Cl)ccc2n1	5%	2%	2%
41	O=C(Nc1ccc(F)cc1)C1CCCN(S(=O)(=O)c2cccc3cccnc23)C1 (stereo not drawn)	12%	-13%	2%
42	COc1ccc(-n2nc3c(c2NC(=O)CCCl)CSC3)cc1	10%	u	x
43	COc1cccc(-c2oc3ccc(C)cc3c(=O)c2O)c1	-28%	x	3%
44	O=C(NCc1ccccc1)c1ccc(Cl)cc1	15%	0%	x
45	CC(OC(=O)c1cccc(-n2cnnn2)c1)C(=O)N(C)c1ccccc1 (stereo not drawn)	13%	1%	1%
46	O=C(c1ccc2ccccc2c1)C1CCCN(S(=O)(=O)c2cccnc2)C1 (stereo not drawn)	-10%	-7%	6%
47	CCNS(=O)(=O)c1ccc2nc(NC(=O)/C=C/c3cc(OC)c(OC)c(OC)c3)sc2c1	0%	-6%	2%
48	O=C(O)CCCC(=O)Nc1ccccc1Br	0%	3%	5%
49	Oc1cnc2ccccc2c1CN1CCOCC1	-3%	1%	0%
50	CCc1cccc2c(C(=O)COC(=O)[C@@H]3CC(O)CN3S(=O)(=O)c3ccccc3[N+](=O)[O-])c[nH]c12 (stereo partly drawn)	-17%	x	2%
51	Fc1ccc(/C=N/n2c(-c3cccs3)n[nH]c2=S)cc1	-1%	5%	-8%
52	COc1ccc(C(O)c2nc3ccccc3s2)cc1 (stereo not drawn)	x	3%	-2%
53	O=C1Nc2ccccc2CCC1Sc1nnc(-c2ccc(Cl)cc2)s1 (stereo not drawn)	-13%	4%	0%
54	Cc1ccc(-c2c(C)cc3oc(=O)cc(-c4ccccc4)c3c2C)cc1	-15%	11%[89.1 µM]	0%[56.1 µM]
55	COc1cc2[nH]ccc(=O)c2cc1OC	-5%	-2%	11%
56	CCNC(=O)C(=O)Nc1cc2c3c(c1)CCC(=O)N3CCC2	22%	-2%	1%
57	O=C(CSCc1ccc(Cl)cc1)Nc1cccc(C(=O)O)c1	6%	-9%	5%
58	COc1ccc(-n2c(Cc3cccn3C)nnc2SCC(=O)NC2CCCCC2)cc1	16%	4%	3%
59	CCN(Cc1ccccc1)S(=O)(=O)c1ccc(C(=O)N(CCCN(C)C)c2nc3cc(C)cc(C)c3s2)cc1	-5%	14µM*	7%
60	COC(=O)c1c(-c2ccc(Cl)cc2)noc1N1CCN(c2cccc(OC)c2)CC1	-11%	x	5%

Continued.
item	mol	FEN1 inhibitor	N370S GC	TDP1 block
61	Cc1nc2cc(CC(=O)O)ccc2o1	-5%	7%	3%
62	CC(C)(C)NCC(O)COc1c(F)cc(Br)cc1F (stereo not drawn)	-11%	-14%	-5%
63	CCCN1CCC(NC(=O)c2cccc(Oc3ccccc3)c2)CC1	-5%	0%	0%
64	O=c1[nH]c(=O)n(Cc2ccco2)c2c1C(C(F)(F)F)(C(F)(F)F)N=C(c1ccc(F)cc1)N2	2%	7%	-8%
65	CC(C)C(C)NC(=O)CN1C(=O)NC2(CCc3ccccc3C2)C1=O (stereo not drawn)	-13%	4%	-5%
66	CCN1C(=O)N(CC)C2C1N(C(C)=O)C(=O)N2C(C)=O (stereo not drawn)	10%	3%	2%
67	Cc1cccc(-c2nc(CN3CCN(C(=O)C4CCCO4)CC3)cs2)c1 (stereo not drawn)	0%	-5%	4%
68	CCS(=O)(=O)c1ccc2c(c1)N(S(=O)(=O)c1ccc(C)cc1)CC(C(=O)O)O2 (stereo not drawn)	6%	-1%	-3%
69	COc1cccc(CNC(=O)Cc2nc3nc(C)cc(C)n3n2)c1	-5%	1%	2%
70	O=C(CCCN1Cc2ccccc2C1)c1ccc(F)cc1	47%	7%	6%
71	CCOC(=O)Cn1c(=NC(=O)c2cc(-c3cccs3)nc3ccccc23)sc2cc(S(N)(=O)=O)ccc21	0%	-2%	2%
72	COC(=O)c1ccc(NC(=O)C(=O)c2cn(CC(=O)N3CCOCC3)c3ccccc23)cc1	15%	-3%	-4%
73	CC(NCC1COc2ccccc2O1)C1COc2ccccc2O1 (stereo not drawn)	-2%	-18%	x
74	Cc1ccc(-c2c(CN3CCN(c4cccc(C)c4C)CC3)csc2C)cc1	4%	x	5%
75	O=C(COC(=O)c1cc[n+]([O-])cc1)Nc1ccc([N+](=O)[O-])cc1Cl	-12%	-1%	-2%
76	COc1ccccc1NC(=O)/C(=N/OCc1ccc(C#N)cc1)C(C)=O	5%	8%	6%
77	CCN1CCN(S(=O)(=O)c2ccc(C(=O)Nc3ccccc3)cc2)CC1	-2%	6%	3%
78	CS(=O)(=O)c1ccc(Cl)c(NC(=O)CN2C(=O)C3CCCCC3C2=O)c1 (stereo not drawn)	-3%	3%	x
79	Cc1ccc(/C=C/C(=O)c2nc3ccccc3[nH]2)cc1	2%	4%[12.8 µM]	2%
80	O=C(NCc1ccc(F)cc1)c1cnc(Cl)c(Cl)c1	0%	-6%	4%[0.0935 µM]
81	COc1cc2c(cc1OC)C(c1ccccc1F)OC(=O)C2 (stereo not drawn)	-6%	6%	8%
82	Fc1ccc(/C=C\c2nccc3c2[nH]c2ccccc23)cc1	-30%	17%	x
83	CCC(C)CCCCC(=O)N[C@@H](CCN)C(=O)N[C@H](C(=O)N[C@@H](CCN)C(=O)N[C@H]1CCNC(=O)C([C@@H](C)O)NC(=O)[C@@H](CCN)NC(=O)[C@H](CCN)NC(=O)[C@H](CC(C)C)NC(=O)[C@@H](CC(C)C)NC(=O)[C@H](CCN)NC1=O)[C@@H](C)O (stereo partly drawn)	x	1%	13%
84	Cc1ccc(OCC(=O)Nc2cccc(S(=O)(=O)N3CCCCCC3)c2)c([N+](=O)[O-])n1	0%	-14%	-5%
85	Cc1ccc(-c2nn(-c3ccc(F)cc3)c3c2cnc2cc(F)c(F)cc23)cc1	-7%	x	5%
86	COc1ccc(CN(C)C(=O)c2oc3ccccc3c2CSC)cc1F	9%	-5%	10%
87	CCOc1ccc2c(c1)C(C)=CC(C)(C)N2S(=O)(=O)c1ccc(F)cc1	1%	-3%	x
88	O=C(O)Cn1nc2c3c(cccc3c1=O)-c1ccccc1-2	-13%	2%	x
89	CCc1oc(C(=O)OC)cc1CSC(=N)N	1%	13%	2%
90	O=c1c(OC2OC(CO)C(O)C(O)C2OC2OC(CO)C(O)C(O)C2OC2OC(CO)C(O)C(O)C2O)c(-c2ccc(O)c(O)c2)oc2cc(O)cc(O)c12 (stereo not drawn)	-25%	-8%	x

Remaining list, next part
item	mol	FEN1 inhibitor	N370S GC	TDP1 block
91	Cc1ccccc1-c1nn[nH]n1	5%	3%	1%
92	C/C(=N\NC(=O)c1cccc(Cl)c1)C1C(=O)c2ccccc2C1=O	-24%	9%	-2%
93	CCC(C)NC(=O)c1cn(CC)c2ccc(S(=O)(=O)N(C)C)cc2c1=O (stereo not drawn)	-2%	1%	-3%
94	O=C(COC(=O)C12CC3CC(CC(O)(C3)C1)C2)Nc1ccccc1OC(F)F	0%	7%	-6%
95	Cc1cccc(Cn2c(-c3ccc[nH]c3=O)nc3ccccc32)c1	-3%	6%	x

An excerpt from above in order of number of heavy atoms, low to high:
item	mol	FEN1 inhibitor	N370S GC	TDP1 block
91	Cc1ccccc1-c1nn[nH]n1	5%	3%	1%
95	Cc1cccc(Cn2c(-c3ccc[nH]c3=O)nc3ccccc32)c1	-3%	6%	x
94	O=C(COC(=O)C12CC3CC(CC(O)(C3)C1)C2)Nc1ccccc1OC(F)F	0%	7%	-6%

High-throughput results deposited in PubChem BioAssay by National Center for Advancing Translational Sciences (NCATS).
